Compound activity from PubChem BioAssay.
MsrA inhibitor – bovine MsrA enzyme inhibitors, primary screen, biochemical, absorbance, HTS. inhibition, % at 15.5 µM. Methionine sulfoxide reductase A (Bos taurus). purified bovine MsrA, absorbance read-out. 0.75% of 360,000 active; in the data active = inhibition above about 4.5%;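 note: 0% = vehicle wells with enzyme and 100% = reference inhibitor wells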
Scp1 inh – Scp-1 phosphatase inhibitors, primary screen, biochemical, colorimetric, uHTS; Carboxy-terminal domain RNA polymerase II polypeptide A small phosphatase 1 (Homo …; Recombinant Scp1, phosphopeptide, malachite green phosphate absorbance; inhibition, % at 20 µM; 0.88% of 340,000 active;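 active = inhibition above about 50% at 20 µM, limit read from the data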;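 note: plate controls were DMSO wells with enzyme for no effect and wells lacking enzyme for full effect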
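System: SCP-1 catalytic domain; Reagent: Phospho 17-mer peptide substrate; Doses: one concentration, 20 µM, with 1.0% DMSO; Incubation: 45 min room-temperature reaction, 5 min colour, 30 min stabiliser; Signal: Phosphate-binding colour reagent, absorbance read at 630 nm.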
DNMT1 block – human DNMT1 methyltransferase inhibitors, primary screen, biochemical, molecular beacon, fluorescence, HinP1I cleavage, uHTS; DNA (cytosine-5)-methyltransferase 1 (Homo sapiens), P26358; inhibition (reported as % activation of signal), % at 10 µM; 0.83% of 360,000 active; AID 588458, 2011; in the data active = inhibition above about 50%
LMPTP block – LMPTP phosphatase inhibitors, primary screen, biochemical, fluorescence intensity, uHTS. Low molecular weight phosphotyrosine protein phosphatase (Homo sapiens), P24666. recombinant LMPTP-A, OMFP fluorogenic substrate. inhibition, % at 20 µM. 0.22% of 360,000 active. AID 651560, 2012;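 active = compounds that cut the enzyme signal by at least half of the control window in the single-dose screen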;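 note: plate controls were DMSO wells with enzyme plus substrate for no effect and substrate without enzyme for full effect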
Target sequence (P24666 whole entry, looked up): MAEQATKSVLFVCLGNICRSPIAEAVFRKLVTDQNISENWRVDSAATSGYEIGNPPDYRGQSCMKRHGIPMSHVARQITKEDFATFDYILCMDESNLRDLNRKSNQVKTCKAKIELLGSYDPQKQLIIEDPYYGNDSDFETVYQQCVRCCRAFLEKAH
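Test system – LMPTP-A enzyme · Amount – LMPTP-A at 0.625 nM final in the reaction · Buffer or medium – Bis-Tris pH 6.0, DTT, detergent · Reagent – OMFP 400 µM · Doses – single 20 µM dose · Schedule – reaction 50 min, room temperature, dark · Detection – fluorescence intensity of OMFP turnover product · Evaluation – percent inhibition versus substrate-only and uninhibited controls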
E coli Lon inh – inhibitors of E. coli Lon protease, primary screen, biochemical, fluorescence polarization | P0A9M0 | purified E. coli Lon protease | inhibition, % at 7.94 µM | 0.42% of 360,000 active | AID 602123, 2011; in the data active = inhibition above about 13%, passing the limit was not always enough;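 note: 0% = enzyme with probe and DMSO and 100% = no enzyme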
Target sequence (P0A9M0 whole entry, looked up): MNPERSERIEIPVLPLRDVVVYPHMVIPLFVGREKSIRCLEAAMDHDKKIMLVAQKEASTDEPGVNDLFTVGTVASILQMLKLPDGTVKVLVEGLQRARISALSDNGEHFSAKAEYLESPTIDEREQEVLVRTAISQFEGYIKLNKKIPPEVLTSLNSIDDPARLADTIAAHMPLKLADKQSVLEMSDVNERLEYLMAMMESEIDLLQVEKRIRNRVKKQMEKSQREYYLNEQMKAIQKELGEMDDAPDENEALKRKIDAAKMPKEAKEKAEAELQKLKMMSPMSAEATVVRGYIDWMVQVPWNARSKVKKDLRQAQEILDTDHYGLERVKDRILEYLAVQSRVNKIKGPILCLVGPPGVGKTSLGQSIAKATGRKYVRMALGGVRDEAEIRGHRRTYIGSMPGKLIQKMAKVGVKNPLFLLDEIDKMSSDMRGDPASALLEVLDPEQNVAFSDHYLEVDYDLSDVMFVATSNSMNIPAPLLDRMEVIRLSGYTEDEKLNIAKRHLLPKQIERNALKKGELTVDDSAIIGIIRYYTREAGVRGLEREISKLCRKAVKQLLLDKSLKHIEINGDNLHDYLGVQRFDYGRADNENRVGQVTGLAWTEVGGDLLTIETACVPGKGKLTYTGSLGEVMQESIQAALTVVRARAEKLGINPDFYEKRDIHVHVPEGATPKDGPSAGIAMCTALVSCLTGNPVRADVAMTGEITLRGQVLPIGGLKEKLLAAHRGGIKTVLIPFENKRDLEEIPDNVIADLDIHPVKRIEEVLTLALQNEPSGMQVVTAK
CendR NRP1 mod – modulators of CendR peptide binding to NRP-1, primary screen, biochemical, fluorescence polarization, uHTS; Neuropilin-1 (Homo sapiens), O14786; FAM-RPARPAR peptide binding to NRP-1; inhibition, % at 25 µM; 0.85% of 360,000 active;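 active = inhibition or corrected inhibition above about 18%, plus a signal ratio from 0.5 to 1.5, limit read from the data, passing the limit was not always enough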; note: strong numbers were not always called active
bovine MsrA act – bovine MsrA enzyme activators, primary screen, biochemical, absorbance, HTS; Methionine sulfoxide reductase A (Bos taurus); purified bovine MsrA, absorbance read-out; activation, % at 10.6 µM; 0.3% of 360,000 active; in the data active = activation above about 7.5%;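 note: 0% = vehicle and 100% = reference activator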
STEP inh – STEP phosphatase inhibitors, primary screen, biochemical, fluorescence intensity, uHTS | recombinant STEP, OMFP fluorogenic substrate | Tyrosine-protein phosphatase non-receptor type 5 (Homo sapiens), P54829 | 0.25% of 360,000 active | inhibition, % at 20 µM;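 active = inhibition at 20 µM, scaled per plate between control wells, above about 37%, limit read from the data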;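 note: 0% = DMSO with enzyme and substrate and 100% = substrate only without enzyme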
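System: STEP phosphatase, cell-free reaction; Buffer or medium: Bis-Tris pH 6.0 buffer with DTT, detergent; Incubation: 20 min at room temperature, dark; Measured by: fluorescence, 480/540 nm.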
SUMO1-SIM PPI – modulators of SUMO1 protein-protein interactions, primary screen, biochemical, uHTS. Small ubiquitin-related modifier 1 (Homo sapiens), P63165. SUMO1 binding to a labelled peptide, TR-FRET, 1 h. inhibition, % at 20 µM. 0.33% of 360,000 active. AID 602429, 2012; in the data active = inhibition above about 37%
Target sequence (P63165 whole entry, looked up): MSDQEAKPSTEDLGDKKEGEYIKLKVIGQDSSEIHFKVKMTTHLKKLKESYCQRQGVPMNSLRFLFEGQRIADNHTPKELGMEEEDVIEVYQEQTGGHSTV
Tb MetRS inh – T. brucei MetRS inhibitors, primary screen, biochemical, luminescence. inhibition, % at 11.9 µM. methionyl-tRNA synthetase (Trypanosoma brucei brucei). AID 624268, 2012. 0.4% of 360,000 active. purified T. brucei MetRS, ATP depletion, Kinase-Glo luminescence;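 active = inhibition above a per-plate cutoff of the control wells' mean inhibition plus 3 SD, cut at about 5.5% in these data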;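 note: 0% = DMSO wells median and 100% = median of wells with control inhibitor compound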
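Test system – parasite MetRS enzyme · Reagent – substrates ATP, L-methionine and bulk Escherichia coli tRNA · Doses – 11.9 µM compound single dose, 0.9% DMSO · Times – 15 min enzyme-compound preincubation, 2 h reaction, 10 min detection, 25 °C · Signal – Kinase-Glo luminescence, ATP depletion format · Controls – DMSO-only wells as low control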
The depositor's hits bear a star; x = not tested or not shown.

SMILES	MsrA inhibitor	Scp1 inh	DNMT1 block	LMPTP block	E coli Lon inh	CendR NRP1 mod	bovine MsrA act	STEP inh	SUMO1-SIM PPI	Tb MetRS inh
CCNc1nc(NC(C)C)nc(N(C#N)C(C)C(=O)N(CC)CC)n1 (centres undefined)	-1.5	-13.6	2.3	0.3	9.8	5.5	-5.2	-2.9	-1.1	-1.2
COc1ccc(NC(=O)c2ccc(NC(=O)C3COc4ccccc4O3)cc2)c(OC)c1 (centres undefined)	0.8	-0.2	0.5	-0.1	-4.1	10.8	-0.5	-1.7	-1.6	0.2
Cc1cc(C)cc(OCC(=O)NNC(=O)c2cc3ccccc3oc2=O)c1	0.2	-4.3	-3.9	-1.3	-6.4	-3.1	0.1	-6.4	-10.1	-0.8
CCCN(Cc1cc2cc(C)ccc2[nH]c1=O)C(=O)c1cccc(OC)c1	1.3	-0.6	1.2	0.2	-11.1	-0.1	-11.3	-0.6	4.0	-1.6
Cc1sc2nc(SCC(=O)N(CCO)CCO)n(C3CCCCC3)c(=O)c2c1C	0.7	-12.7	-0.2	1.5	1.5	24.1*	1.6	1.1	1.7	-0.1
COc1ccc(C(=O)C[n+]2ccc3c(c2)nnn3-c2ccccc2)cc1	1.4	4.8	-0.7	1.8	-17.2	-2.8	-0.3	0.6	-32.4	-0.3
O=C(/C=C/c1ccc(Cl)cc1Cl)N1CCc2ccccc21	0.8	-3.7	14.1	-0.4	5.9	12.0	-3.1	0.0	0.8	-0.3
Cc1cc(C(=O)O)ccc1[N+](=O)[O-]	0.5	11.7	-1.3	-1.0	-0.7	-14.7	-9.3	-0.4	-4.5	-0.3
COc1cc(O)ccc1/C=N/NC(=O)c1ccc([N+](=O)[O-])cc1	3.7	-7.3	1.1	-0.1	0.3	0.0	-4.6	0.7	-29.5	-0.6
O=C1[C@H](Cc2ccccc2)NCCCC[C@@H](c2ccc(Cl)cc2)N1Cc1ccc(Cl)cc1	-0.5	1.2	0.6	1.8	2.8	-0.3	-6.8	6.2	-0.3	-0.4
CCOc1ccc(NC(=O)CN(C)S(=O)(=O)c2cccs2)cc1	-1.0	-2.0	2.2	-0.1	-3.3	-3.0	-1.3	-3.0	-1.4	-1.3
CC(=O)NCc1nc2ccccc2n1Cc1ccccc1C	0.2	1.2	-0.5	-0.9	0.6	5.0	-1.3	2.8	1.1	-0.5
CC(C)(C)CN1CCNC(=O)C1CC(=O)NCCc1ccccc1F (centres undefined)	0.2	-8.4	-7.2	-0.6	2.4	-4.4	-2.5	0.6	-1.9	-0.5
CC(=O)Nc1cc2c(cc1Cl)Cc1cc(Cl)ccc1-2	2.7	0.5	0.2	-0.6	-15.6	5.2	-4.2	0.0	1.3	-0.5
CCNC(=O)C1(C)CCCN(Cc2ccc(Oc3ccccc3)cc2)C1 (centres undefined)	-1.6	x	2.6	-2.7	-5.6	1.6	-1.8	-2.1	1.5	0.0
O=c1c2c(nc3c(-c4cccc(Br)c4)c[nH]n13)CCCC2	-0.3	7.4	-0.3	2.5	-5.8	-13.0	-15.2	1.7	11.6	-0.7
CCOC(=O)N1CCOCCOCCN(C(=O)OCC)CCOCC1	-0.1	-1.2	2.0	0.8	1.9	4.0	-2.3	0.1	-0.7	-0.6
Cc1ccc(Nc2nnc(SCC(=O)NCc3ccco3)s2)cc1	3.0	24.4	4.2	-0.5	-8.1	2.8	-10.5	-3.2	1.8	-0.7
O=c1cc(CN2CC(O)Cc3ccc4ccccc4c32)nc2sccn12 (centres undefined)	-0.3	-3.5	-7.1	1.2	-1.4	-2.0	-1.8	-0.4	-2.9	-0.3
O=C(NCC1CCCCC1)c1csc([C@@H]2O[C@H](CO)[C@H](O)[C@H](O)[C@H]2O)n1	-0.5	x	-2.0	-1.3	-5.1	7.0	-0.7	0.3	1.3	-0.1
CCOC(=O)c1sc(Nc2ccc(OCC)cc2)nc1C	1.1	-7.7	1.6	2.6	-0.5	11.7	-2.0	-0.7	-3.8	-0.7
COc1ccc(NC2CCCN(C(=O)COc3ccc(Cl)cc3C)C2)cc1OC (centres undefined)	1.7	-4.8	-9.2	0.0	4.9	16.1	0.0	-0.3	-7.7	1.1
COc1ccc(C2CC(c3cccs3)=NN2C(=O)CCl)cc1OC (centres undefined)	0.4	-1.8	11.7	-0.6	-24.1	-35.4	-5.7	-0.4	-3.7	-0.7
CCC(=O)c1c[nH]c(C(=O)NCc2cccc(C(F)(F)F)c2)c1	1.1	-9.1	2.1	-0.5	-6.6	14.6	0.3	-0.5	-3.8	6.0*
CC(=O)N1CCC(C(=O)OCc2ccccc2F)(c2ccccc2)CC1	-1.6	-9.7	-1.8	0.6	0.8	5.4	-0.4	0.1	1.8	-0.1

Next section; it opens with the 2 that closed the last part.
SMILES	MsrA inhibitor	Scp1 inh	DNMT1 block	LMPTP block	E coli Lon inh	CendR NRP1 mod	bovine MsrA act	STEP inh	SUMO1-SIM PPI	Tb MetRS inh
CCC(=O)c1c[nH]c(C(=O)NCc2cccc(C(F)(F)F)c2)c1	1.1	-9.1	2.1	-0.5	-6.6	14.6	0.3	-0.5	-3.8	6.0*
CC(=O)N1CCC(C(=O)OCc2ccccc2F)(c2ccccc2)CC1	-1.6	-9.7	-1.8	0.6	0.8	5.4	-0.4	0.1	1.8	-0.1
COc1cc(/C=N/n2cnnc2-n2nc(C)cc2C)cc([N+](=O)[O-])c1O	5.2*	3.1	-0.5	-0.1	5.7	-3.2	-5.4	2.4	-18.7	0.0
COC(=O)CCC[C@H]1CC2(C[C@H](CCCO[Si](C)(C)C(C)(C)C)N1C(=O)OC(C)(C)C)OCCO2	0.8	-0.5	0.7	0.6	3.0	1.2	-5.8	4.6	-2.0	-0.3
O=C(NCCC1=CCCCC1)c1ccc(Cl)c(S(=O)(=O)Nc2ccccc2)c1	1.0	-8.0	-4.4	2.4	3.8	-1.7	-2.1	-5.8	-0.1	1.1
Cn1nnnc1SCC(=O)N1CCCCC1	0.4	-5.2	1.4	-0.3	-1.1	6.8	-0.8	-0.2	0.7	0.3
COc1ccc(NC(=O)c2cccnc2N2CCCCC2)cc1	0.9	0.8	-1.7	-2.9	-0.3	9.3	-5.2	-0.8	-2.0	-0.4
COc1ccc(-n2c(-c3cc(-c4ccccc4)sc3N)n[nH]c2=S)cc1	1.6	2.3	2.5	0.9	0.0	3.5	-6.0	2.8	0.5	-0.1
Oc1c(C(Nc2ccccn2)c2cccnc2)cc(Cl)c2cccnc12 (centres undefined)	-0.1	-10.1	-4.0	9.7	-6.6	2.4	1.7	-0.3	-5.2	-0.9
CCc1ccc(N2C(=O)CC(N3CCN(c4ccccn4)CC3)C2=O)cc1 (centres undefined)	0.0	-5.1	2.8	0.0	-13.2	-12.3	-0.8	-0.9	-2.0	0.6
CC(NC(=O)C(=O)N1CCCCC1)C(c1cccs1)N1CCN(c2ccccc2)CC1 (centres undefined)	-0.8	-8.2	2.5	-1.8	8.7	11.4	-4.4	9.2	2.4	-0.3
O=C(O)c1ccc(Cl)c(S(=O)(=O)N(Cc2ccccc2)c2ccc(F)cc2)c1	-0.9	6.0	0.2	-1.2	2.2	7.9	0.8	-1.1	5.8	0.0
COc1ccccc1C(=O)Nc1cccc(NC(C)=O)c1	0.5	-0.3	-0.5	-1.5	-13.1	-7.1	1.7	-0.4	-2.0	-0.2
COCCN(C(=O)C1=COCCO1)c1c(N)n(CC(C)C)c(=O)[nH]c1=O	0.9	-5.7	3.1	-2.6	23.7*	2.4	-3.2	-0.9	1.8	0.1
COc1cccc(CN(C)C(=O)CSCC(=O)Nc2ccc(C)cc2)c1OC	0.1	-4.2	-0.3	-9.7	4.6	10.5	-6.3	-2.0	-25.4	-0.2
COCC(C)N=C1NN=C(c2cccs2)C(CC(=O)O)S1 (centres undefined)	4.1	13.7	1.1	3.6	3.5	-8.4	-3.7	2.0	-5.2	-0.2
COC(=O)c1cc(C(=O)OC)n(Cc2ccc(F)cc2)c1C	-0.2	-1.5	1.6	-1.0	2.2	8.2	-4.0	2.6	-2.3	-0.3
O=C(OCc1nc2ccccc2s1)c1cccs1	-1.0	-6.1	1.8	0.2	7.9	1.7	2.9	2.8	-2.8	-1.3
CC(=O)N1CCOc2ccc(S(=O)(=O)N3CCN(c4cccc(C(F)(F)F)c4)CC3)cc21	0.1	-1.4	-6.2	5.6	3.3	1.6	-1.4	0.6	-1.6	-0.2
CCc1ccccc1NC(=O)C1CCCN1C(=O)NCc1ccccc1 (centres undefined)	0.7	-5.5	4.7	-1.9	5.3	-8.7	-1.9	0.9	-0.1	-0.4
CCCCCCC(C)OC(=O)c1ccccc1C(=O)O (centres undefined)	0.4	-14.2	1.1	-0.9	-7.7	9.2	1.7	1.6	9.3	-0.3
COc1ccc(C(C(=O)NC2CCCC2)N(Cc2cccnc2)C(=O)c2snc(C(N)=O)c2N)cc1 (centres undefined)	0.5	5.9	1.6	0.1	0.7	4.1	-6.1	0.8	-14.3	-1.1
Cc1cccc(C)c1-n1nnnc1-c1cnccc1C(F)(F)F	-1.1	-6.2	7.0	-0.9	2.3	6.1	-8.3	0.3	-1.6	-1.1
CCCOc1ccc(C(=O)Nc2cc(-c3nn4c(C)nnc4s3)ccc2C)cc1	-1.1	3.4	19.0	14.8	7.0	-4.9	-8.9	0.4	5.4	-1.3

Structural class, the compounds so far containing an aryl thioether with sulfur outside any ring.
SMILES	MsrA inhibitor	Scp1 inh	DNMT1 block	LMPTP block	E coli Lon inh	CendR NRP1 mod	bovine MsrA act	STEP inh	SUMO1-SIM PPI	Tb MetRS inh
Cc1sc2nc(SCC(=O)N(CCO)CCO)n(C3CCCCC3)c(=O)c2c1C	0.7	-12.7	-0.2	1.5	1.5	24.1*	1.6	1.1	1.7	-0.1
Cc1ccc(Nc2nnc(SCC(=O)NCc3ccco3)s2)cc1	3.0	24.4	4.2	-0.5	-8.1	2.8	-10.5	-3.2	1.8	-0.7
Cn1nnnc1SCC(=O)N1CCCCC1	0.4	-5.2	1.4	-0.3	-1.1	6.8	-0.8	-0.2	0.7	0.3
